RAD54 branch: inhibitors of human RAD54 branch migration, primary screen, biochemical, fluorescence, single point. DNA repair and recombination protein RAD54-like (Homo sapiens), Q92698. RAD54 Holliday junction branch migration, FAM/BHQ fluorescence. inhibition, % at 10.4 µM. actives 0.14% (n = 360,000);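 active means mean normalized replicate activity at least 40 and at least half of replicates scoring 40 or more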;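 further: 0% = median of neutral control wells and 100% = median of positive control wells; inhibitors cause a drop in the FAM fluorescence signal; in these data hits start at about 50%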
ERAP1 HTS inh: human ERAP1 aminopeptidase inhibitors, primary screen, biochemical, single point, plate reader; Endoplasmic reticulum aminopeptidase 1 (Homo sapiens), Q9NZ08; inhibition, % at 10.7 µM; recombinant ERAP1, Leu-AMC fluorescence, 60 min; actives 0.15% (n = 340,000);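 active means mean replicate inhibition of at least 30%, or all replicates individually reaching that 30% level; inactive means mean below 30% and not every replicate reaching it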;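 further: 0% = neutral control wells and 100% = L-leucinethiol positive control wells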
Target sequence (Q9NZ08 whole entry, looked up): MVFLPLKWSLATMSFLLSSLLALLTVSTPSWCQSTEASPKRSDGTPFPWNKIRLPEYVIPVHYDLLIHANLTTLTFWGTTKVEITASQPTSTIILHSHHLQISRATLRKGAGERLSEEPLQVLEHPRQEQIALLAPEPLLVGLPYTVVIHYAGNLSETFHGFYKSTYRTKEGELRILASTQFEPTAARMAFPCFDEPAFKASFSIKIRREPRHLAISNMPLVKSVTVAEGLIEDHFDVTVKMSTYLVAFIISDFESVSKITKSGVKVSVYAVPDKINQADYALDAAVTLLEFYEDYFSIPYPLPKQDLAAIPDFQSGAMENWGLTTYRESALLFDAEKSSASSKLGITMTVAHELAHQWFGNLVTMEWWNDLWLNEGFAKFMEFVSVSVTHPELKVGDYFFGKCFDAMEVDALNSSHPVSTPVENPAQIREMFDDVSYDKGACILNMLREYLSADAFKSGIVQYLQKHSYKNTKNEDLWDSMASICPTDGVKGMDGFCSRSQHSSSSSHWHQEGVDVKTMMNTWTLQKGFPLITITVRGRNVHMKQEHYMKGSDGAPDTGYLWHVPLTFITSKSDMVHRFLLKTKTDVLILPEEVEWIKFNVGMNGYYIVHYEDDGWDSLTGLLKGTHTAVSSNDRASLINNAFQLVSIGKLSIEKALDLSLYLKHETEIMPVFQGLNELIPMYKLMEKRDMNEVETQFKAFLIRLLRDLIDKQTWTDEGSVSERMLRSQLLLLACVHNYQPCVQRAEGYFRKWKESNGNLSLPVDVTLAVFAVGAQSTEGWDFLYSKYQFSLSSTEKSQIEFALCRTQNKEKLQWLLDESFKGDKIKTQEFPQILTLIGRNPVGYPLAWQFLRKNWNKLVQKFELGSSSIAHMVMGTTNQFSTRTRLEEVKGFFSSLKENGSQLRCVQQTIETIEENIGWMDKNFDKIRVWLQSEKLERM
ARNT-TACC3 inh: disruptors of ARNT/TACC3 protein interaction, primary screen, biochemical, AlphaScreen, single concentration; Transforming acidic coiled-coil-containing protein 3 (Homo sapiens), Q9Y6A5; AlphaScreen His-ARNT PAS-B/GST-TACC3 binding, luminescence; TACC3 fragment carries E629A point mutation; inhibition, % at 9.99 µM; actives 0.66% (n = 390,000); AID 623870, 2012;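 active means mean inhibition of replicates at least 50% and at least half of replicates each reaching 50%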;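 further: 0% = complete ARNT plus TACC3 wells and 100% = ARNT alone without TACC3; many hits fall short of the cut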
CFTR F508del cor: F508del CFTR correction, initial screen, CFBE line, single point; CFBE cells, YFP halide quenching; stimulated with forskolin plus potentiator P3; % fluorescence drop versus neutral controls; activity (quench increase), % at 7.58 µM; actives 0.36% (n = 350,000); AID 720511, 2013;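 active means mean added fluorescence quench of at least 8% versus neutral control, with both replicates also reaching 8%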;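 further: cells transiently co-express mutant CFTR-F508del with the halide-sensitive YFP; corrector assay measuring rescue of mutant channel to the surface after 24 h compound exposure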
esBAF inh: Bmi1 luciferase reporter increase in mESCs, primary screen, esBAF inhibitor project, mouse ES cells, Bmi1 luciferase knock-in, single point; 24 h; 100% = twice the neutral-well signal; AID 602393, 2012; actives 2% (n = 350,000); reporter increase, % at 12.5 µM; in the data active means activation above about 40%;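 further: 0% = median of the plate's neutral control wells and 100% = double that signal; a rise in the Bmi1 reporter signal indicates esBAF inhibition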
INS-1E GSIS act: GLuc luminescence reporter in INS-1E cells, primary screen for activators of glucose-dependent secretion of insulin. actives 0.61% (n = 370,000). activation, % at 16.6 µM. AID 743287, 2014. INS-1E GLuc reporter insulin secretion, 2-3 h;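 active means lowest replicate activation of at least 40%, so every replicate reaches that level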;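 further: 0% = median of neutral control wells and 100% = median of IBMX positive control wells; some compounds called inactive have numbers as strong as hits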
RAD52 anneal inh: RAD52 DNA annealing inhibitors, primary screen, biochemical, FRET, single point, set 2 | inhibition, % at 18.7 µM | recombinant RAD52 DNA annealing, FRET fluorescence | actives 0.46% (n = 360,000);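 active means every replicate showing at least 50% inhibition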
Xi reactivation: activators of inactive X chromosome reactivation, primary screen, imaging, XiGFP fibroblasts, GFP high-content imaging, set 2; XiGFP mouse fibroblasts, % GFP-positive cells imaging, 3 d; cells co-treated with 5-aza-dC sensitizer; scaled so ellipticine positive control = 100%; activation, % at 7.58 µM; actives 0.055% (n = 360,000); AID 743238, 2013;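 active means mean normalized replicate activation at least 10% and every replicate at or above 10%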;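 further: 0% = median of on-plate neutral control wells and 100% = ellipticine 6 µM median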
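System: 68-5-11 XiGFP fibroblast line; Timing: 3 days compound exposure; Compound dosing: one concentration, pinned; Benchmarks: positive control ellipticine, 6 µM final; Buffer or medium: DMEM containing 5-aza-dC.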
* hit, by the source's call; nt = no result given.

[1] Nc1nonc1C(=O)NCCNC(=O)c1ccc(Cl)cc1
[2] C[C@@H]1CN([C@@H](C)CO)C(=O)Cc2cc(NC(=O)CCCCCC(=O)Nc3ccccc3N)ccc2O[C@H]1CN(C)Cc1ccc(-c2ccccc2)cc1
[3] O=P(c1ccccc1)(c1ccccc1)c1cc(S(=O)(=O)O)ccc1O
[4] Cc1ccc(S(=O)(=O)Oc2ccc(/C=C(/NC(=O)c3ccccc3)C(=O)NC(C)C(=O)O)cc2)cc1 (centres undefined)
[5] CCN(C[C@H]1[C@H](c2ccccc2)[C@H](CO)N1C(C)=O)C(=O)NC(C)C
[6] O=C(Cn1c(C(F)(F)F)nc2ccccc21)N=Nc1c(O)[nH]c2ccc(Br)cc12
[7] C[C@@H]1CN([C@H](C)CO)C(=O)Cc2cc(NC(=O)CCC(F)(F)F)ccc2O[C@H]1CN(C)Cc1ccc(-c2ccccc2)cc1
[8] O=C(Cc1ccc(-n2cnnn2)cc1)NC12CC3CC(CC(C3)C1)C2
Compound	1	2	3	4	5	6	7	8
RAD54 branch	-6	-10	-28	nt	-4	-1	7	-5
ERAP1 HTS inh	-3	0	2	7	0	0	-2	2
ARNT-TACC3 inh	-5	-11	-13	-14	-1	nt	-4	4
CFTR F508del cor	-1.0	0.0	-0.2	3.2	-3.3	-3.8	-1.6	nt
esBAF inh	-4	25	-4	nt	-1	6	6	1
INS-1E GSIS act	-16	nt	2	-10	4	7	-28	-2
RAD52 anneal inh	-9	-21	-12	-11	-12	0	0	-11
Xi reactivation	0.1	nt	0.1	-0.1	0.0	0.2	-0.5	nt

Ordered by value in ERAP1 HTS inh (largest number first): some entries from above.
No.	structure	ERAP1 HTS inh
2	C[C@@H]1CN([C@@H](C)CO)C(=O)Cc2cc(NC(=O)CCCCCC(=O)Nc3ccccc3N)ccc2O[C@H]1CN(C)Cc1ccc(-c2ccccc2)cc1	0
7	C[C@@H]1CN([C@H](C)CO)C(=O)Cc2cc(NC(=O)CCC(F)(F)F)ccc2O[C@H]1CN(C)Cc1ccc(-c2ccccc2)cc1	-2
1	Nc1nonc1C(=O)NCCNC(=O)c1ccc(Cl)cc1	-3

Continuation:
[9] O=c1[nH]nc(Cc2ncc(C(F)(F)F)cc2Cl)c2ccccc12
[10] COc1ccc(OC)c(N(CC(=O)NC2CCCC2)S(=O)(=O)c2ccc(OC)c(OC)c2)c1
[11] C=CCN1C(=O)c2ccc(C(=O)NCC(c3ccccc3)N(C)C)cc2C1=O (centres undefined)
[12] CSCCC(NC(=O)COc1ccccc1)C(=O)NC1CCC(C)CC1 (centres undefined)
[13] O=C(C1CC1)N1CCCCN2[C@H](CO)[C@H](c3ccc(C#CC4CC4)cc3)[C@@H]2C1
[14] CC1=NNC(=O)C1CC(=O)N/N=C/c1sccc1C (centres undefined)
[15] C[C@H]1CN([C@@H](C)CO)C(=O)Cc2cc(NS(=O)(=O)c3ccc(F)cc3)ccc2O[C@@H]1CN(C)S(C)(=O)=O
[16] Cc1cc(C)n(CCCNC(=O)c2ccc(S(=O)(=O)NCc3ccco3)cc2)n1
Compound	9	10	11	12	13	14	15	16
RAD54 branch	-7	-1	2	6	1	1	-2	7
ERAP1 HTS inh	-3	-2	-1	-1	-1	nt	7	1
ARNT-TACC3 inh	-3	2	-1	-22	3	2	-6	0
CFTR F508del cor	0.6	-1.2	0.5	3.8	-2.7	2.2	1.6	nt
esBAF inh	8	0	-3	-3	nt	1	2	2
INS-1E GSIS act	-7	3	2	6	nt	7	6	15
RAD52 anneal inh	-8	1	-2	-12	16	-14	-6	3
Xi reactivation	0.0	0.1	0.0	0.0	nt	-0.1	-0.9	nt

[17] O=C(Nc1sc2c(c1CN1CCOCC1)CCC2)c1ccc(F)cc1
[18] O=C(N/N=C/c1cn(-c2ccccc2)nc1-c1cc2ccccc2o1)c1cccnc1
[19] COc1ccc(NC(=O)N[C@H]2CC[C@@H](CCNC(=O)CN3CCOCC3)O[C@@H]2CO)cc1
[20] Cc1ccc(C(=O)NCC(=O)OCc2nnc(-c3ccccc3)o2)cc1
[21] C[C@H](O)[C@@H]1C(=O)N2CCc3c([nH]c4cccc(-c5ccccc5)c34)[C@@H]2C[C@@H]1N(C)C(=O)Nc1ccccc1
[22] O=S(=O)(c1ccccc1)N1CCCCN2[C@H](CO)[C@@H](c3ccc(C#CC4CCCC4)cc3)[C@@H]2C1
[23] Cc1nn(-c2ccccc2)c(=O)c2ccccc12
[24] CCOc1ccc(-n2c(O)cc(=O)[nH]c2=O)cc1
Compound	17	18	19	20	21	22	23	24
RAD54 branch	3	nt	11	4	nt	-12	nt	nt
ERAP1 HTS inh	-1	-1	5	-1	2	0	6	5
ARNT-TACC3 inh	-6	0	-5	-3	nt	-3	-8	0
CFTR F508del cor	-0.4	-1.3	-0.9	0.5	-2.4	-0.2	3.3	0.7
esBAF inh	-2	nt	2	12	nt	4	nt	nt
INS-1E GSIS act	nt	2	11	9	-37	-1	17	-3
RAD52 anneal inh	-8	-15	-8	-3	7	2	-15	-83
Xi reactivation	0.0	0.2	0.6	0.0	1.7	0.0	0.3	0.0

[25] CC(=O)Oc1ccc([C@@H]2COc3c(ccc4c3C=CC(C)(C)O4)C2)c(OC(C)=O)c1
[26] CCOc1ccc(S(=O)(=O)N2CCCCC2)cc1NC(=O)Cc1ccccc1
[27] CC(C)(C)c1ccc(OCC(=O)NNC(=O)C2CCCO2)cc1 (centres undefined)
[28] O=C(Cc1ccncc1)Nc1ccc2c(c1)[C@@H]1C[C@H](CC(=O)NC3CCCC3)O[C@H](CO)[C@@H]1O2
[29] Cc1ccc(Cn2c(C(C)Nc3nc(C)cs3)nc3cc(Cl)c(Cl)cc32)cc1 (centres undefined)
[30] COc1ccc(NC(=O)N(C)C[C@H]2Oc3ccc(NC(=O)Nc4c(C)noc4C)cc3CC(=O)N([C@H](C)CO)C[C@@H]2C)cc1
[31] O=C(CN1C(=O)/C(=C\c2ccccc2Br)Oc2ccccc21)NCCCN1CCOCC1
[32] Cc1ccc(S(=O)(=O)Oc2ccccc2-c2ccccc2)cc1
Compound	25	26	27	28	29	30	31	32
RAD54 branch	14	7	nt	8	nt	6	4	-3
ERAP1 HTS inh	-1	-4	1	-1	nt	-4	4	2
ARNT-TACC3 inh	-5	-8	-22	-2	nt	-1	-8	-7
CFTR F508del cor	-2.4	0.5	1.8	-1.7	1.8	-3.4	2.4	1.7
esBAF inh	50*	-22	nt	8	nt	1	-2	-2
INS-1E GSIS act	nt	nt	-4	8	-1	15	7	nt
RAD52 anneal inh	-3	-7	-28	-5	-23	7	-10	1
Xi reactivation	nt	0.1	0.0	0.0	0.2	-1.2	0.0	0.7

[33] C[C@@H]1CN([C@@H](C)CO)C(=O)CCCn2cc(nn2)CO[C@@H]1CN(C)C(=O)c1cc(-c2ccccc2)on1
[34] O=c1oc(-c2ccc([N+](=O)[O-])cc2)nc2ccccc12
[35] COc1cc(NC(=O)C2CCCN2S(=O)(=O)c2ccc3c(c2)CCC(=O)N3)cc(OC)c1 (centres undefined)
[36] CC[C@]12c3[nH]c4ccccc4c3CCN1C(=O)C(CC(=O)NCCCn1ccnc1)C[C@@H]2C(=O)N1CCN(C(=O)c2ccco2)CC1 (some centres undefined)
[37] COC(=O)[C@H]1[C@H](CO)[C@H]2Cn3c(ccc(-c4cccc(F)c4)c3=O)[C@H]2N1S(C)(=O)=O
[38] COc1ccc2c3c(n(C)c2c1)[C@H](CO)N(C(=O)CC1CC1)CC31CN(C(=O)C2CCC2)C1
[39] CN1CCCN(Cc2ccc(Cl)cc2Cl)CC1
[40] COc1ccc(CN2CCC(CO)(Cc3cccc(C(F)(F)F)c3)CC2)cc1Cn1cccn1
Compound	33	34	35	36	37	38	39	40
RAD54 branch	nt	nt	-1	-3	5	nt	-2	4
ERAP1 HTS inh	nt	1	-2	0	4	1	0	1
ARNT-TACC3 inh	nt	-6	2	1	2	nt	1	7
CFTR F508del cor	2.0	2.4	-2.7	-2.1	nt	3.3	-0.9	-0.1
esBAF inh	3	nt	-6	2	-1	nt	-9	-3
INS-1E GSIS act	9	3	10	-1	-3	9	0	-35
RAD52 anneal inh	nt	1	-5	-4	-8	-11	-2	-18
Xi reactivation	-0.2	0.0	0.3	0.9	0.0	0.2	nt	0.0

[41] CCc1ccc(-n2c(=S)sc3c(=O)n(-c4ccccc4)c(SCC(=O)O)nc32)cc1
[42] O=C(C[C@@H]1C=C[C@H](NC(=O)c2cccnc2)[C@H](CO)O1)NCc1ccc(Cl)c(Cl)c1
[43] O=C1OC(CN(Cc2ccccc2)Cc2ccccc2)CN1N=Cc1ccc([N+](=O)[O-])o1 (centres undefined)
[44] CN(C)c1nc(Oc2ccc(=O)n(C)n2)nc(N2CCOCC2)n1
[45] O=C1Nc2ccc(S(=O)(=O)N3CCCC3C(=O)O)c3cccc1c23 (centres undefined)
[46] CCC(Sc1nc(=O)cc(N)n1CCc1ccccc1)C(=O)Nc1cc(C)on1 (centres undefined)
[47] CC(=O)NCCC(=O)Nc1cc(S(=O)(=O)Nc2ccc(Cl)cc2)ccc1N1CCCC1
[48] C[C@H](CO)N1C[C@H](C)[C@H](CN(C)C(=O)Cc2ccccc2)OCCCC[C@H](C)Oc2ccc(NC(=O)Nc3ccc(F)cc3)cc2C1=O
Compound	41	42	43	44	45	46	47	48
RAD54 branch	-9	6	0	-8	16	2	2	6
ERAP1 HTS inh	4	0	0	nt	3	-2	-2	-3
ARNT-TACC3 inh	-8	5	2	-3	nt	-6	2	-4
CFTR F508del cor	2.6	0.8	-1.1	nt	3.2	2.5	-0.1	1.7
esBAF inh	-9	4	-6	2	-5	2	7	6
INS-1E GSIS act	-3	5	4	-4	-3	2	-8	-18
RAD52 anneal inh	-8	-6	-32	nt	-5	-11	2	21
Xi reactivation	0.0	0.5	-0.1	nt	0.2	0.1	0.0	-0.6

[49] COc1ccccc1N1CC=C(c2cccc([N+](=O)[O-])c2)NC1=O
[50] CCCN(C)C[C@H]1OCCCC[C@@H](C)Oc2ccc(NC(=O)NC(C)C)cc2C(=O)N([C@H](C)CO)C[C@@H]1C
[51] COCCCN1C(=O)/C(=C\c2cccs2)C(C(=O)OC)=C1C
[52] O=C(CSc1nc2ccccc2nc1N1CCOCC1)Nc1ccccc1F
[53] COC(=O)C1C2CC3c4[nH]c5cc(OC)ccc5c4CCN3CC2CC(O)C1OC (centres undefined)
[54] O=C(Cc1ccccc1)Nn1c(-c2ccccc2F)nc2ccccc2c1=O
[55] CCOc1ccc(C(=O)CCC(=O)NNC(=O)c2ccncc2)cc1
[56] O=c1n(Cc2ccccc2)c(O)c2n1Cc1ccccc1N=C2c1ccccc1
Compound	49	50	51	52	53	54	55	56
RAD54 branch	nt	-1	-3	7	-18	1	6	1
ERAP1 HTS inh	-2	1	-3	-1	-2	8	-1	1
ARNT-TACC3 inh	-10	-5	-4	0	-17	-6	-1	nt
CFTR F508del cor	0.3	-1.7	-1.6	-1.3	1.4	1.7	0.5	-3.1
esBAF inh	nt	nt	-4	17	-4	-5	8	-4
INS-1E GSIS act	1	13	13	nt	nt	-9	14	-1
RAD52 anneal inh	-4	6	-14	-22	-71	-10	-8	-12
Xi reactivation	0.2	0.3	0.0	0.0	nt	0.0	0.3	0.2
